Compound activity as filed in PubChem BioAssay.
M17LAP inhibition = P. falciparum M17LAP inhibitors, primary screen, biochemical, fluorogenic H-Leu-NHMec substrate, 1536-well (AID 1619); 220,000 tested, 0.38% active; recombinant M17LAP, H-Leu-NHMec fluorogenic kinetic assay; higher % means a stronger effect; one-dose inhibition, % at 30 µM; IC50 in µM for titrated hits;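 active = compound inhibiting the enzyme by more than half at any dose during confirmatory dose-response retesting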;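 also: plate controls were full reaction with DMSO carrier for no effect and no enzyme background for full effect; strong numbers were not always called active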
NOD2 inhibition = inhibition of NOD2-driven NF-kB reporter – cell-based, luminescence, uHTS, HEK293 (AID 1566) | HEK293 NOD2/NF-kB luciferase reporter, luminescence; higher % means a stronger effect | inhibition, % at 4 µM, or EC50 in µM where a hit was titrated | 290,000 tested, 0.63% active; also: many of its hits are not listed in these tables
Siah-1 displacement = Siah-1 peptide-binding antagonists, primary screen, biochemical, fluorescence polarization, rhodamine-plectin, uHTS (AID 1817) | displacement, % at 20 µM, or IC50 in µM where a hit was titrated | Siah-1 / rhodamine-plectin peptide fluorescence polarization; higher % means a stronger effect | 290,000 tested, 0.02% active;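 active = displacement of at least 50% at 20 µM, with a fluorescence ratio check between 0.3 and a set limit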;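 also: plate controls were Siah plus tracer with DMSO for no effect and tracer alone without Siah for full effect; strong numbers were not always called active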
XIAP displacement = small molecules displacing peptide from XIAP – biochemical, IAP family, fluorescence polarization (AID 1018) | displacement, % at 20 µM; hits with a dose series show IC50 in µM | 200,000 tested, 0.007% active | XIAP BIR domain, fluorescence polarization peptide displacement; higher % means a stronger effect; in the data active = displacement above about 50%; also: a part of the inactive calls stands beside numbers as strong as those of hits
Hep lipid drop = hepatic lipid droplet formation modulation | AML12 mouse hepatocytes, oleate lipid droplets, BODIPY imaging | inhibition, % at 6.5 µM | 240,000 tested, 0.4% active | AID 1656;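 active = lipid droplet intensity inhibited by at least 50%, with more than 500 cells counted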
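Assay system: AML12 mouse liver cells | Compound dosing: One dose, 6.5 µM compound | Read-out basis: Droplet intensity reduction, % inhibition | Measured by: Fluorescence imaging, 20x objective, two fields per well | Schedule: Overnight treatment with compound plus oleate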
AID2073 = inhibitors of Mint1-CaV2.2 protein interaction, biochemical, HTRF (AID 2073). HTRF protein-protein interaction, Mint1-CaV2.2; higher % means a stronger effect. inhibition, % at 20 µM; hits with a dose series show IC50 in µM. 290,000 tested, 0.19% active; in the data active = inhibition mostly above about 51%, no sharp cut-off; also: some results filed as inactive read as strong as hits
LYP phosphatase = PTPN22 lymphoid phosphatase activity blockers – biochemical, fluorescence intensity, uHTS (AID 1779); inhibition, % at 11.5 µM, or IC50 in µM where a hit was titrated; recombinant LYP phosphatase, fluorescence intensity; higher % means a stronger effect; 290,000 tested, 0.054% active;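 also: plate controls were vehicle with enzyme for no effect and no enzyme for full effect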
M1AAP inhibition = malaria alanyl aminopeptidase activity blockers – biochemical, fluorogenic H-Leu-NHMec substrate, 1536-well (AID 1445); recombinant M1AAP, H-Leu-NHMec fluorogenic kinetic assay; higher % means a stronger effect; 220,000 tested, 0.42% active; inhibition, % at 30 µM, or IC50 in µM where a hit was titrated;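 active = primary inhibition above the hit cutoff, then over 50% inhibition at one or more dose response concentrations, cut at about 23% in these data, passing the limit was not always enough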;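 also: plate controls were DMSO full reaction for no effect and no enzyme background for full effect; strong numbers were not always called active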
CSM14.1 death rescue = protection against thapsigargin-triggered cell killing – 384-well, CSM14.1, ATP luminescence, primary screen (AID 1222). CSM14.1 thapsigargin-induced death rescue, ATP luminescence; higher % means a stronger effect. cellular ATP content (survival), % at 20 µM; hits with a dose series show EC50 in µM. 190,000 tested, under 10 active;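 active = EC50 below 50 µM in the dose-response confirmation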;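 also: death triggered by thapsigargin at about 15 µM added after 2 h compound pretreatment; cell ATP read after overnight thapsigargin exposure of roughly 18 to 22 hours; normalized against plate controls of thapsigargin alone and 5% DMSO vehicle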
Hep lipid drop cells 6.5 µM = second read-out of Hep lipid drop, no call of its own (marks repeat the call); cell count; measured here: cell count, cytotoxicity flag;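 cells counted across two imaged fields per well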
Numbers without * were called inactive; · = no result given. Rule as the data show it, unless noted: active = inhibition above about 50%; inactive = the rest.

1: CCc1c(O)nc(SCC(=O)Nc2ccccc2)n(-c2ccccc2)c1=O
2: CCCCN1C(=O)/C(=C2\SC(N3CCOCC3)=NC2=O)c2ccccc21
3: CCC(C(=O)Nc1ccccc1Cl)n1nc(C)c2c(C)n(-c3ccccc3)nc2c1=O (stereo not drawn)
4: CCOc1ccc(NC(=O)C(C)C(Cc2ccc(C)cc2)C(=O)O)cc1 (stereo not drawn)
5: Cc1c(NC(=O)c2cc(-c3ccc4c(c3)OCO4)on2)c(=O)n(-c2ccccc2)n1C
6: Cn1c(SCc2ccccc2)nnc1-c1cnccn1

Assay by compound,1,2,3,4,5,6
M17LAP inhibition,-1%,·,·,·,9%,7%
NOD2 inhibition,6%,-22%,14%,-11%,-10%,-24%
Siah-1 displacement,-3%,-3%,-1%,10%,6%,0%
XIAP displacement,0.1%,·,·,·,-3.3%,-3.3%
Hep lipid drop,·,29,3,·,-2,·
Hep lipid drop cells 6.5 µM,·,873,677,·,769,·
AID2073,-2%,49%,6%,0%,-5%,9%
LYP phosphatase,-4%,-8%,-5%,-4%,1%,-6%
M1AAP inhibition,-7%,·,·,·,2%,-2%
CSM14.1 death rescue,0.0%,·,·,·,-0.7%,14%

7: Cc1cccc(CNS(=O)(=O)c2csc(C(N)=O)c2)c1
8: CSc1nc(C)c(CCOC(=O)c2ccccc2)c(=O)[nH]1
9: CCN(CC)S(=O)(=O)c1cc(NC(=O)NCCCl)ccc1C
10: Cc1nc(N2CCC(C)CC2)c2nnn(Cc3ccccc3)c2n1
11: COC(=O)c1sc(-c2ccc(C(C)(C)C)cc2)cc1NC(=O)/C=C/C(=O)O
12: Cc1nccc(-c2ccc(-n3c(C)ccc3C)cc2)n1

Assay by compound,7,8,9,10,11,12
M17LAP inhibition,·,12%,6%,-2%,41%,2%
NOD2 inhibition,0%,-10%,13%,3%,2%,18%
Siah-1 displacement,-2%,1%,-2%,-4%,-4%,3%
XIAP displacement,·,-1.3%,·,-6.4%,·,-8.0%
Hep lipid drop,5,·,1,6,11,19
Hep lipid drop cells 6.5 µM,787,·,812,783,705,706
AID2073,4%,14%,-1%,10%,14%,24%
LYP phosphatase,-9%,2%,-10%,2%,7%,-1%
M1AAP inhibition,·,-1%,3%,7%,9%,4%
CSM14.1 death rescue,·,4.3%,·,-0.6%,·,-1.4%

13: O=C(CCN1C(=O)/C(=C/c2ccccc2Cl)SC1=S)Nc1ccccc1C(=O)O
14: COc1ccc(-c2nnc(SCc3c(C)noc3C)n2N)cc1OC
15: Cc1ccc(-n2c(C)cc3c2CC(C)(C)CC3=O)cc1C
16: O=C(CSc1ccc2nnc(-c3ccncc3)n2n1)NCc1ccco1
17: CC(=O)Nc1ccc(NC(=O)CSc2nnc(C)n2-c2ccccc2)cc1
18: N#Cc1ccc(-c2ccc(OCC3CNC(=O)O3)cc2)cc1 (stereo not drawn)

Assay by compound,13,14,15,16,17,18
M17LAP inhibition,·,1%,-3%,-4%,·,·
NOD2 inhibition,-9%,25%,13%,8%,2%,4%
Siah-1 displacement,0%,1%,2%,2%,18%,-6%
XIAP displacement,·,-5.5%,-6.1%,-4.5%,·,·
Hep lipid drop,-10,·,6,·,0,0
Hep lipid drop cells 6.5 µM,848,·,751,·,824,859
AID2073,1%,-28%,-6%,3%,9%,20%
LYP phosphatase,5%,-6%,-8%,-6%,-5%,-12%
M1AAP inhibition,·,-8%,6%,2%,·,·
CSM14.1 death rescue,·,-0.4%,-0.7%,3.1%,·,·

19: COc1ccc(CNC(=O)N2CCN(c3ccccc3OC)CC2)cc1
20: Cc1ccc(NC(=O)CCC(=O)N/N=C/c2cccnc2)cc1
21: COc1ccc(/C=N/NC(=O)c2cccc(NC(=O)c3ccc(Cl)cc3)c2)c(OC)c1
22: Cc1cc(C)nc(NS(=O)(=O)c2ccc(NC(=O)c3ccc(S(=O)(=O)N4CC(C)OC(C)C4)cc3)cc2)n1 (stereo not drawn)
23: CCN(CC)c1ccc(/C=N/NC(=S)NC)c(O)c1
24: CC(NS(C)(=O)=O)C(c1cccs1)N1CCN(C)CC1 (stereo not drawn)

Assay by compound,19,20,21,22,23,24
M17LAP inhibition,·,·,4%,12%,-1%,7%
NOD2 inhibition,13%,-4%,-10%,9%,-8%,15%
Siah-1 displacement,-1%,-1%,14%,-5%,1%,-3%
XIAP displacement,·,·,2.7%,-6.2%,-4.0%,-6.4%
Hep lipid drop,41,-7,1,-3,-2,6
Hep lipid drop cells 6.5 µM,813,775,704,675,692,544
AID2073,2%,6%,16%,7%,-32%,10%
LYP phosphatase,-7%,1%,12%,-8%,3%,0%
M1AAP inhibition,·,·,11%,9%,4%,0%
CSM14.1 death rescue,·,·,-1.1%,-2.8%,-5.0%,-3.3%

25: Cc1ccc(C(=O)N/C(=C\c2cccnc2)c2nc3ccccc3[nH]2)cc1
26: CCCCCC(=O)Nc1cccc(C2=NOC3(C2)C[C@H](C(N)=O)N(C(=O)COc2ccc(Cl)cc2)C3)c1 (stereo partly drawn)
27: CCn1c(=O)n(CC)c2cc(N3CCCC3)c(NC(=O)c3c(F)cccc3F)cc21
28: CCOC(=O)C1(Cc2cccc(F)c2)CCN(Cc2ccon2)CC1
29: CC(C)c1ccc(O)c(NC(=S)NC(=O)CCc2ccccc2)c1
30: CC1(C)CC(=O)C(/C=N/c2ccccn2)=C(O)C1

Assay by compound,25,26,27,28,29,30
M17LAP inhibition,8%,-4%,·,2%,5%,35%
NOD2 inhibition,5%,11%,-20%,2%,9%,6%
Siah-1 displacement,4%,0%,3%,4%,1%,-4%
XIAP displacement,-2.6%,·,·,0.6%,-4.5%,-3.0%
Hep lipid drop,11,·,12,2,0,·
Hep lipid drop cells 6.5 µM,622,·,692,698,638,·
AID2073,-3%,17%,-17%,-3%,3%,0%
LYP phosphatase,2%,-3%,-9%,-4%,-2%,-3%
M1AAP inhibition,1%,2%,·,3%,-3%,5%
CSM14.1 death rescue,-0.4%,·,·,-0.9%,0.1%,-0.7%

31: O=C(O)c1cc2c(cc1NC(=O)c1ccccc1C(F)(F)F)OCCCO2
32: Cc1ccc(NS(=O)(=O)c2ccc(CCC(=O)NCc3cccnc3)cc2)cc1
33: CC1CN(CC(O)COC(c2ccc(Cl)cc2)c2ccc(Cl)cc2)CC(C)O1 (stereo not drawn)
34: COc1cccc(N2C(=O)C3ON(c4ccccc4)C(c4cccs4)C3C2=O)c1 (stereo not drawn)
35: CCOc1ccc(NC(=O)COn2nnc3ccc(S(=O)(=O)N4CCOCC4)cc32)cc1
36: Cc1ccc(NS(=O)(=O)c2ccc(NC(=O)[C@@H]3CCCC[C@@H]3C(=O)O)cc2)c(C)c1

Assay by compound,31,32,33,34,35,36
M17LAP inhibition,·,3%,-5%,10%,7%,14%
NOD2 inhibition,15%,15%,-26%,19%,8%,-4%
Siah-1 displacement,2%,11%,-2%,-5%,2%,-2%
XIAP displacement,·,1.4%,-9.8%,-3.3%,-1.0%,-1.3%
Hep lipid drop,1,-7,-44,·,-19,·
Hep lipid drop cells 6.5 µM,788,720,431,·,695,·
AID2073,11%,-4%,-1%,2%,-7%,31%
LYP phosphatase,-10%,-2%,-6%,-6%,-5%,10%
M1AAP inhibition,·,0%,0%,4%,2%,8%
CSM14.1 death rescue,·,0.2%,-1.1%,-1.1%,0.0%,2.6%

Entries of single compounds from above. Order of screens: M17LAP inhibition | NOD2 inhibition | Siah-1 displacement | XIAP displacement | Hep lipid drop | Hep lipid drop cells 6.5 µM | AID2073 | LYP phosphatase | M1AAP inhibition | CSM14.1 death rescue
`Cc1ccc(NS(=O)(=O)c2ccc(NC(=O)[C@@H]3CCCC[C@@H]3C(=O)O)cc2)c(C)c1` across the screens: 14% | -4% | -2% | -1.3% | · | · | 31% | 10% | 8% | 2.6%
`CC1CN(CC(O)COC(c2ccc(Cl)cc2)c2ccc(Cl)cc2)CC(C)O1` (stereo not drawn) across the screens: -5% | -26% | -2% | -9.8% | -44 | 431 | -1% | -6% | 0% | -1.1%
`CCOc1ccc(NC(=O)COn2nnc3ccc(S(=O)(=O)N4CCOCC4)cc32)cc1` across the screens: 7% | 8% | 2% | -1.0% | -19 | 695 | -7% | -5% | 2% | 0.0%
`Cc1ccc(NS(=O)(=O)c2ccc(CCC(=O)NCc3cccnc3)cc2)cc1` across the screens: 3% | 15% | 11% | 1.4% | -7 | 720 | -4% | -2% | 0% | 0.2%

More entries
37: COC(=O)c1ccccc1NC(=O)c1ccc2c(c1)OCCCO2
38: CCc1ccc(-c2nc(CS(=O)CC(=O)O)c(C)o2)cc1 (stereo not drawn)
39: Cc1ccc(NC(=O)[C@@H](NC(=O)c2cccc(S(=O)(=O)N3CCOCC3)c2)C(C)C)cc1C
40: CCC1CCCCN1C(=O)CSc1nnc(-c2ccc(OC)cc2)o1 (stereo not drawn)
41: COc1cccc(CC2(CO)CCN(S(=O)(=O)c3ccc(OC)cc3OC)CC2)c1
42: CC(=O)c1cnc(-c2ccccc2)s1

Assay by compound,37,38,39,40,41,42
M17LAP inhibition,·,-1%,6%,10%,·,1%
NOD2 inhibition,-2%,-2%,5%,3%,-6%,-4%
Siah-1 displacement,4%,-3%,0%,5%,5%,2%
XIAP displacement,·,·,-12%,-4.5%,·,·
Hep lipid drop,-6,-3,14,40,-23,5
Hep lipid drop cells 6.5 µM,814,770,615,710,810,726
AID2073,22%,4%,-4%,4%,-2%,-3%
LYP phosphatase,-6%,-4%,5%,-6%,-1%,-1%
M1AAP inhibition,·,0%,-3%,5%,·,2%
CSM14.1 death rescue,·,·,-6.0%,·,·,-1.6%

43: Cc1cc(C(F)(F)F)c2c(N)c(C(=O)Nc3cc(C)on3)sc2n1
44: O=C(Oc1ccc(/C=N/NC(=O)c2ccccn2)cc1)c1cccc(F)c1
45: Nn1c(SCC(=O)NC(=O)NCc2ccco2)nnc1-c1ccc(OC(F)F)cc1
46: COCCN(C(=O)Cn1c(C(F)(F)F)nc2ccccc21)c1c(N)n(Cc2ccccc2)c(=O)[nH]c1=O
47: CCN(CC)S(=O)(=O)c1ccc(OC)c(NS(=O)(=O)c2cccc(C(=O)O)c2)c1

Assay by compound,43,44,45,46,47
M17LAP inhibition,1%,·,6%,·,3%
NOD2 inhibition,-23%,-18%,-11%,6%,19%
Siah-1 displacement,0%,10%,16%,6%,-5%
XIAP displacement,-6.1%,·,0.5%,·,-1.8%
Hep lipid drop,·,29,8,5,3
Hep lipid drop cells 6.5 µM,·,681,746,856,704
AID2073,32%,20%,30%,6%,6%
LYP phosphatase,-12%,-7%,3%,-4%,2%
M1AAP inhibition,4%,·,1%,·,9%
CSM14.1 death rescue,-0.5%,·,0.1%,·,-0.3%

Only part of the results is shown. The share of hits here may be higher or lower than overall.
